Screening results from PubChem.
D1 PAM: enhances dopamine response at the human D1 receptor | actives 0.036% (n = 360,000) | HEK293 TREx D1 cells, calcium flux, dopamine EC20 potentiation | AID 504651 | potentiation, % at 10 µM | P21728; in the data active = potentiation above about 30%; note: 0% is about no effect
LDHA block: inhibitors of human lactate dehydrogenase A; actives 0.15% (n = 480,000); activity change, % (values are at about 110 or 230 µM); P00338; purified LDHA, NADH/diaphorase-resazurin fluorescence; hits give low values; AID 1347041; in the data active = activity change below about -30%; inconclusive = mostly about -25% to -30%;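 note: plate controls were DMSO wells for no effect and wells without enzyme for full effect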
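Enzyme activity of human lactate dehydrogenase 5 (2 nM; 0.06 mM NADH, 0.2 mM pyruvate, 5 min, RT) is measured via a resazurin/diaphorase fluorescence readout of residual NADH.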
D1 agonist: human D1 receptor agonism. P21728. HEK293 T-REx D1 cells, calcium flux, agonist mode. activation, % at 2 µM. actives 1% (n = 360,000). AID 504660; in the data active = activation above about 30%; note: 0% is about no effect
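Agonism was scored from calcium flux recorded over 180 s (1 read/s) after pintool compound addition, following a 10-cycle baseline. Cells were inducible force-coupled HEK293 TREx D1, plated overnight at 30 C and loaded with no-wash calcium dye.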
Vif-APOBEC3G blk: Vif-A3G binding inhibition; Q9HC16; actives 0.076% (n = 410,000); HeLa A3G-eYFP + Vif (tagged APOBEC3G with the HIV-1 protein that degrades it), YFP fluorescence, overnight; Potency, µM (series often up to 46.1 µM), for inactives: at the top dose activity, negative = active, most hits filed as inhibitors; AID 602310;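 note: potency is the fitted concentration of half-maximal effect; % is set by controls: 0 for no effect and ±100 for the full control effect; nearly all actives have a fitted effect of over 60% in size; hits raise eYFP signal because A3G escapes Vif-driven loss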
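HeLa cells stably expressing Vif and C-terminally eYFP-tagged A3G, seeded overnight at 37 deg C, then exposed to compound by pintool overnight at 37 deg C. Rise in yellow fluorescence (Ex 488/Em 500-530, Acumen) marks blocked Vif-driven A3G degradation.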
GRP78 ERSR act: inducers of ER stress response in human glioma cells | U87-MG GRP78 promoter luciferase reporter, 16 h | Potency, µM, without a hit: top-dose activation, usual class: activators | actives 0.02% (n = 420,000); note: potency is the fitted concentration of half-maximal effect; series mostly up to about 76 µM; % of control where 0% means no effect; nearly all actives have a fitted effect of over 35% in size
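Stably transfected U87-MG human glioma cells carrying a GRP78-based luminescent sensor were seeded at 1000 cells/well, pin-dosed with compounds and incubated 16 h. Luciferase reagent was then added, and end-point luminescence was read after 10 min at room temperature.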
D1 antagonist: human D1 dopamine receptor antagonism. P21728. HEK293 TREx D1 cells, calcium flux, dopamine EC80; hits give low values. activity change, negative = inhibition, % at 10 µM. actives 3.2% (n = 360,000). AID 504652; in the data active = activity change below about -30%; note: % is set by controls: 0 for no effect and ±100 for the full control effect
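Antagonism measured as reduced calcium response to an EC80 dopamine addition following 180 s compound pre-read; cells were inducible HEK293 Trex D1 plated overnight at 30 C, read kinetically at 1 cycle/sec.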
RXFP1 ag: agonists of human relaxin receptor RXFP1. Q9HBX9. HEK293T-RXFP1 cAMP TR-FRET, 30 min; response scale: percent of porcine relaxin response, buffer zero. Potency, µM (series often up to 57.5 µM), without a hit: at the highest dose activation, hits mostly activators. actives 0.3% (n = 370,000); note: potency is the fitted concentration of half-maximal effect; % is set by controls: 0 for no effect and ±100 for the full control effect; nearly all actives have a fitted effect of over 60% in size; many of its hits are not listed in these tables
Target sequence (Q9HBX9 whole entry, looked up): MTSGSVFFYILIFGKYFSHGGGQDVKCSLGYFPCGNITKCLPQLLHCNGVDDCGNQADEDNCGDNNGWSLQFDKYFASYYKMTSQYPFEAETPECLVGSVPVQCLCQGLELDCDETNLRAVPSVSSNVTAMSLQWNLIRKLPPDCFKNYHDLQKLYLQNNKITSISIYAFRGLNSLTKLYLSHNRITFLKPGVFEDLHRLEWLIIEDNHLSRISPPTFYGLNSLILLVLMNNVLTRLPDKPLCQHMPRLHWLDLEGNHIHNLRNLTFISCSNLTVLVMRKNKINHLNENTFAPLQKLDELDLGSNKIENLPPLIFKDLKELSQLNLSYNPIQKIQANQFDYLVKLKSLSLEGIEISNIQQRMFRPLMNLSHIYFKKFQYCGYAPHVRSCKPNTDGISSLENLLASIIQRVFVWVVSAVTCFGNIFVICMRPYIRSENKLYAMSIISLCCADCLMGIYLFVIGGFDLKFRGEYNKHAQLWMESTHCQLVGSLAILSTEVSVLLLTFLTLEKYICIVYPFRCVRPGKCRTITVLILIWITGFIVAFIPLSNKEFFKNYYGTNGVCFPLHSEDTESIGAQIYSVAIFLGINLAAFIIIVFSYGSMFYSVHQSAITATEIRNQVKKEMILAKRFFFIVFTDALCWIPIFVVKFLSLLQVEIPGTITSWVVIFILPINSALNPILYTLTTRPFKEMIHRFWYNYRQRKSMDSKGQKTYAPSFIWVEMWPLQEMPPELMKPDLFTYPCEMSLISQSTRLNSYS
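HEK293T cells stably expressing RXFP1 were pretreated with the PDE4 inhibitor Ro 20174, exposed to compounds for 30 min at 37C, lysed, and cAMP was read by TR-FRET. Data normalized to buffer (basal) and 29 nM porcine relaxin (100%).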
Vif-APOBEC3F blk: blocks the Vif interaction with APOBEC3F | actives 0.2% (n = 390,000) | HeLa A3F-eYFP + Vif (tagged APOBEC3F with the HIV-1 protein that degrades it), YFP fluorescence increase | Potency, µM (top dose mostly 46.1 µM), inactives show at the top dose activity, negative = active; note: potency is the fitted concentration of half-maximal effect; % of control where 0% means no effect; nearly all actives have a fitted effect of over 65% in size
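HeLa cells stably expressing Vif plus C-terminally eYFP-tagged A3F were seeded, incubated overnight at 37 deg C, dosed with compound, incubated overnight again at 37 deg C. Yellow fluorescence (Ex 488/Em 500-530) reported blocked Vif-mediated A3F-eYFP degradation.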
D2 PAM: positive allosteric modulators of human D2 dopamine receptor. P14416. HEK293 T-REx D2, calcium flux, EC20 dopamine potentiation. potentiation, % at 10 µM. actives 0.34% (n = 340,000). AID 485347;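 active = potentiation over 3 SD above the plate norm, cut at about 30% in these data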; note: 0% is about no effect
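Using a no-wash calcium dye in inducible, force-coupled HEK293 Trex cells expressing D2, we tracked fluorescence each second for 180 s after compound, then for 180 s after EC20 dopamine to detect augmented signalling.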
Active calls of the source: *; ? = inconclusive; nt = not tested or not shown. Unless noted, calls come from the whole dose curve; as a rule, active = well fitted curve in the direction sought with a large enough effect; inconclusive = small, poorly fitted or top-dose-only effect, or another doubt; inactive = no such curve, though single readings can be large; an effect the other way counts as inactive or inconclusive. Some of the compounds tested; count on the stated rates, not on these rows.

cpd | SMILES | Vif-APOBEC3F blk | LDHA block | D2 PAM | GRP78 ERSR act | Vif-APOBEC3G blk
1 | CCOc1ccc(Br)cc1S(=O)(=O)NCc1ccc(S(N)(=O)=O)cc1 | 1% | -8 | -9 | -5% | 1%
2 | CCOc1cc(N2CCOCC2)c(OCC)cc1NC(=O)COC(=O)CCOc1cc(C)ccc1C | 5% | 7 | 4 | -7% | 1%
3 | CCOC(=O)c1c(NC(=O)CNCCOC)sc2c1CCCC2 | 6% | -2 | -8 | -3% | 0%
4 | C[C@H](NC(=O)c1nc[nH]c1C(=O)N[C@H](C)c1ccccc1)C(=O)OCc1ccccc1 | -13% | 1 | 8 | -12% | -1%
5 | CN(c1nc2ccccc2nc1Cl)S(=O)(=O)c1ccccc1 | 1% | -1 | 0 | 3% | -5%
6 | O=C(c1cc(Br)ccc1OC(F)F)N1CCN2CCCC2C1 (stereo not drawn) | -3% | -1 | -3 | -2% | -7%
7 | OCCNC(=S)NCc1ccccc1 | 0% | -2 | -3 | -3% | -1%
8 | Cc1c2cnn(CC(=O)NC(C)C)c(=O)c2c(C)n1Cc1ccccc1Cl | 7% | -6 | nt | 3% | 5%
9 | Cc1cc[n+](CC[n+]2ccc(C)cc2)cc1 | 1% | -17 | 10 | -3% | 1%
10 | OC1COC(O)C(O)C1O (stereo not drawn) | -3% | -2 | 11 | -2% | 1%

cpd | D1 antagonist | RXFP1 ag | D1 PAM | D1 agonist
1 | 11 | 1.1% | 1 | 3
2 | 4 | 1.0% | 1 | 0
3 | 28 | 1.5% | -2 | 3
4 | -33* | 0.0% | -8 | 18
5 | 22 | 1.9% | -3 | 3
6 | -19 | -1.0% | -10 | 3
7 | -13 | -2.0% | -2 | 3
8 | -31* | 0.6% | -2 | 2
9 | 6 | -0.1% | 0 | 4
10 | 9 | 0.1% | -4 | -1

Next records:
cpd | SMILES | Vif-APOBEC3F blk | LDHA block | D2 PAM | GRP78 ERSR act | Vif-APOBEC3G blk
11 | CCOC(=O)C1(Cc2ccc(Cl)cc2)CCN(C(=O)C2CCCO2)CC1 (stereo not drawn) | -2% | -7 | -5 | 4% | 2%
12 | Cc1ccc(NC(=O)CSc2nnc(CN3CCOCC3)n2-c2ccccc2)cc1 | -2% | 1 | 3 | -8% | -6%
13 | COc1cccc(NC(=O)CN(C)C(=O)CN2C(=O)c3ccc([N+](=O)[O-])cc3C2=O)c1 | -18% | 2 | 19 | -3% | -3%
14 | COc1ccc(NC(=O)CS(=O)CC(=O)Nc2cc(Cl)ccc2OC)cc1 (stereo not drawn) | -4% | -7 | -11 | 0% | -1%
15 | COc1cccc(N2CC(NC(=O)c3ccc4ccccc4c3)CC2=O)c1 (stereo not drawn) | ? | -3 | -11 | -1% | 0%
16 | CN1CCCC(OC(=O)c2ccc(C(C)(C)C)cc2)C1 (stereo not drawn) | -2% | -2 | 15 | 1% | -1%
17 | COc1ccc(Nc2nc(C)nc3sc4c(c23)CCC4)cc1O | 11% | -4 | -3 | -7% | ?
18 | COc1cccc(CNC(=O)c2ccc(CS(=O)(=O)Cc3ccccc3C)o2)c1 | 0% | 0 | -9 | -3% | -14%
19 | O=C(NN=Cc1ccc(F)cc1)C1CC1 | 0% | -2 | nt | 1% | 6%
20 | COc1c(C)cc(S(=O)(=O)NCCc2c(C)[nH]c3ccccc23)c(C)c1C | nt | 4 | -3 | nt | nt

cpd | D1 antagonist | RXFP1 ag | D1 PAM | D1 agonist
11 | 7 | 0.4% | -4 | 1
12 | 2 | -1.9% | 1 | 0
13 | 7 | -1.0% | 0 | 2
14 | -21 | -0.3% | -7 | 0
15 | 20 | 0.3% | 2 | 6
16 | 23 | -0.6% | 1 | 9
17 | 35 | 1.6% | -1 | 2
18 | 15 | 0.7% | -3 | 9
19 | nt | nt | nt | nt
20 | -2 | -0.4% | -6 | 0

Gathered by group: the entries above with bromine.
cpd | SMILES | Vif-APOBEC3F blk | LDHA block | D2 PAM | GRP78 ERSR act | Vif-APOBEC3G blk
1 | CCOc1ccc(Br)cc1S(=O)(=O)NCc1ccc(S(N)(=O)=O)cc1 | 1% | -8 | -9 | -5% | 1%
6 | O=C(c1cc(Br)ccc1OC(F)F)N1CCN2CCCC2C1 (stereo not drawn) | -3% | -1 | -3 | -2% | -7%

cpd | D1 antagonist | RXFP1 ag | D1 PAM | D1 agonist
1 | 11 | 1.1% | 1 | 3
6 | -19 | -1.0% | -10 | 3

Later entries:
cpd | SMILES | Vif-APOBEC3F blk | LDHA block | D2 PAM | GRP78 ERSR act | Vif-APOBEC3G blk
21 | Cc1ccccc1OCC(=O)OCC(=O)NCc1ccco1 | -11% | -10 | -9 | -4% | 0%
22 | COc1cc2c(cc1OC)-c1cc(Nc3ccccc3)nc(=O)n1CC2 | 17% | 3 | 20 | -3% | -12%
23 | Cn1c(=O)c2c(nc(N3CCN(c4ccccn4)CC3)n2Cc2ccc(Cl)cc2Cl)n(C)c1=O | -10% | -6 | -21 | -2% | 1%
24 | C#CC[N+](C)(C)CC#Cc1ccccc1 | 5% | -7 | 1 | 8% | -4%
25 | O=C(CCCCn1c(=O)[nH]c2ccsc2c1=O)NCC1CCCO1 (stereo not drawn) | -16% | -10 | -3 | 1% | 0%

cpd | D1 antagonist | RXFP1 ag | D1 PAM | D1 agonist
21 | -16 | 0.6% | -6 | 2
22 | -10 | 3.2% | -2 | 3
23 | -1 | 1.8% | 1 | 4
24 | -6 | -0.2% | -2 | 1
25 | -3 | 5.3% | -3 | 2

Of the compounds above, 10 contain nitrogen in an aromatic ring:
cpd | SMILES | Vif-APOBEC3F blk | LDHA block | D2 PAM | GRP78 ERSR act | Vif-APOBEC3G blk
4 | C[C@H](NC(=O)c1nc[nH]c1C(=O)N[C@H](C)c1ccccc1)C(=O)OCc1ccccc1 | -13% | 1 | 8 | -12% | -1%
5 | CN(c1nc2ccccc2nc1Cl)S(=O)(=O)c1ccccc1 | 1% | -1 | 0 | 3% | -5%
8 | Cc1c2cnn(CC(=O)NC(C)C)c(=O)c2c(C)n1Cc1ccccc1Cl | 7% | -6 | nt | 3% | 5%
9 | Cc1cc[n+](CC[n+]2ccc(C)cc2)cc1 | 1% | -17 | 10 | -3% | 1%
12 | Cc1ccc(NC(=O)CSc2nnc(CN3CCOCC3)n2-c2ccccc2)cc1 | -2% | 1 | 3 | -8% | -6%
17 | COc1ccc(Nc2nc(C)nc3sc4c(c23)CCC4)cc1O | 11% | -4 | -3 | -7% | ?
20 | COc1c(C)cc(S(=O)(=O)NCCc2c(C)[nH]c3ccccc23)c(C)c1C | nt | 4 | -3 | nt | nt
22 | COc1cc2c(cc1OC)-c1cc(Nc3ccccc3)nc(=O)n1CC2 | 17% | 3 | 20 | -3% | -12%
23 | Cn1c(=O)c2c(nc(N3CCN(c4ccccn4)CC3)n2Cc2ccc(Cl)cc2Cl)n(C)c1=O | -10% | -6 | -21 | -2% | 1%
25 | O=C(CCCCn1c(=O)[nH]c2ccsc2c1=O)NCC1CCCO1 (stereo not drawn) | -16% | -10 | -3 | 1% | 0%

cpd | D1 antagonist | RXFP1 ag | D1 PAM | D1 agonist
4 | -33* | 0.0% | -8 | 18
5 | 22 | 1.9% | -3 | 3
8 | -31* | 0.6% | -2 | 2
9 | 6 | -0.1% | 0 | 4
12 | 2 | -1.9% | 1 | 0
17 | 35 | 1.6% | -1 | 2
20 | -2 | -0.4% | -6 | 0
22 | -10 | 3.2% | -2 | 3
23 | -1 | 1.8% | 1 | 4
25 | -3 | 5.3% | -3 | 2
